UTI89 phage lysis = protection from phage-mediated lysis, alamar blue read-out – E. coli UTI89, K1F phage, bacterial capsule biogenesis inhibitors (AID 488966). E. coli UTI89 K1F phage lysis, alamar blue, 2 h; higher % means a stronger effect. one-dose inhibition, % at 100 µM; IC50 in µM for titrated hits. 0.02% of 340,000 active;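 active = phage lysis inhibition, versus mean bacterial control, above a set limit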;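 note: capsule biogenesis inhibitors block K1F phage lysis so surviving cells raise fluorescence; higher fluorescence means more inhibition of phage lysis; actives were called in the ten point dose series up to 300 µM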
NTR1 agonist = NTR1-driven beta-arrestin-GFP spot formation – imaging, U2OS cells, high content, primary screen (AID 493036) | agonist mode | activation, % at 20 µM | 0.17% of 330,000 active;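 active = activation at or above 40% of the spot to cytoplasm intensity ratio, with at least 20 cells analyzed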;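 note: 0% = DMSO without peptide and 100% = 100 nM NTR1 peptide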
Target sequence (P30989 whole entry, looked up): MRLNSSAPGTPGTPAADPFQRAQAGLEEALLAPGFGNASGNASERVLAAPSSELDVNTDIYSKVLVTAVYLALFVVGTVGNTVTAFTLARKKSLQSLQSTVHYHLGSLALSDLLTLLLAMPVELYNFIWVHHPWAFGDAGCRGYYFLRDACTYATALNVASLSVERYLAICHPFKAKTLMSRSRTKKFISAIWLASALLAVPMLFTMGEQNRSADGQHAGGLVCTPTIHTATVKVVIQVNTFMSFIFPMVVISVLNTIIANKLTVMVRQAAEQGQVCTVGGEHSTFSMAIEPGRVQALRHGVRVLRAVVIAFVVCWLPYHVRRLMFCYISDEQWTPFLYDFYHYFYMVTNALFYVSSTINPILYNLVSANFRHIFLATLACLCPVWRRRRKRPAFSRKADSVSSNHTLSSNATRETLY
RSV antiviral HEp-2 = RSV antiviral activity via CPE protection, HEp-2 cells, primary 10 µM value included (AID 2391). HEp-2 cells, RSV-induced CPE inhibition; higher % means a stronger effect. CPE inhibition, % at 10 µM, or IC50 in µM where a hit was titrated. 0.13% of 310,000 active; in the data active = a potency from the dose series; note: strong numbers were not always called active
Myeloid diff 2 = compounds promoting myeloid differentiation; ER-HoxA9 myeloid progenitors, lysozyme-GFP differentiation, flow cytometry; calls only at 10 µM; 1% of 360,000 active; AID 624256;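 active = normalized GFP-positive differentiation at or above the plate's own cutoff, the solvent-only control mean plus 3 SD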;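 note: cells exposed to compound for four days before flow analysis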
Rac1 GTP hydrolysis = MgcRacGAP GTPase-activating activity inhibitors, confirmation, biochemical, ADP Hunter fluorescence. one-dose inhibition, % at 30 µM; IC50 in µM for titrated hits. 0.6% of 340,000 active. MgcRacGAP-stimulated Rac1 GTP hydrolysis, ADP Hunter fluorescence; higher % means a stronger effect; GST-tagged Rac1 F28L mutant substrate. AID 624330;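 active = first-screen hits whose inhibition reached a set limit at any dose in the follow-up dose series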;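 note: fluorescence reports GDP produced by GAP-driven GTP hydrolysis; strong numbers were not always called active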
TNAP activation fold = human TNAP enzyme activators, primary screen, biochemical, luminescent, no phosphate acceptor, uHTS (AID 1001); purified TNAP, luminescent activation assay, no phosphate acceptor; higher activation fold means a stronger effect; activation fold at 20 µM, or EC50 in µM where a hit was titrated; 0.03% of 200,000 active; in the data active = activation fold from about 3, or a potency from the dose series; inactive = the rest, 99 in 100 with activation fold below about 1.6; note: many of its hits are not listed in these tables
Salmonella PhoP GFP = inhibitors of PhoP regulon expression, primary screen, Salmonella Typhimurium, GFP reporter (AID 1863). S. Typhimurium PhoP-regulated promoter GFP reporter, 4 h; higher % means a stronger effect. one-dose inhibition, % at 50 µM; IC50 in µM for titrated hits. 0.16% of 300,000 active;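 active = inhibition over 29.93%, a cutoff 3 SD above the screen mean, later confirmed by dose response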;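 note: 0% = low Mg2+ inducing control and 100% = high Mg2+ repressing control; strong numbers were not always called active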
SV40 large T antigen = SV40 large T antigen inhibitors, biochemical (AID 1903). 0.39% of 310,000 active. SV40 large T antigen ATPase/helicase inhibition assay; higher % means a stronger effect. one-dose inhibition, % at 20 µM; IC50 in µM for titrated hits; in the data active = a potency from the dose series; note: strong numbers were not always called active
T cell modulator = modulates CD8 T cell binding to vesicles; 2C CD8+ T cell-vesicle binding, flow cytometry; active compounds read low; calls only at 7 µM; 0.068% of 330,000 active;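 active = response, share of CD8 T cells binding vesicles, and their 90th percentile fluorescence all below set limits, cut at about 80% in these data, passing the limit was not always enough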
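incubation = binding step 1.5 h, 37 °C, antibody labelling 20 min, ice | test system = 2C mouse CD8+ T cells | read-out basis = percent CD8+ FL2 mean versus row control | controls = Peptide-free naked vesicles (low) and QL9 vesicles with 0.7% DMSO vehicle (high) | detection = flow cytometry of vesicle-bound cells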
T cell modulator vesicle-bound % = second read-out of T cell modulator, no call of its own (marks repeat the call); double positive events, %; measured here: CD8+ vesicle-bound cell fraction;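 binding gate set so that unloaded-vesicle control wells show 10% double positive cells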
NTR1 agonist cell count 20 µM = further read-out of NTR1 agonist, marked with its call; cell count; measured here: cell count, cytotoxicity flag
Myeloid diff 2 GFP+ MAC1+ % = also measured in Myeloid diff 2; calls as there; GFP+ MAC1+ double positive, %; measured here: differentiation confirmed by MAC1 staining
* = called active by the depositor; i = inactive; x = not tested or not shown; + = active, no number; [ ] = dose if it differs, or a comment.

SMILES	UTI89 phage lysis	NTR1 agonist	NTR1 agonist cell count 20 µM	RSV antiviral HEp-2	Myeloid diff 2	Myeloid diff 2 GFP+ MAC1+ %	Rac1 GTP hydrolysis	TNAP activation fold	Salmonella PhoP GFP	SV40 large T antigen	T cell modulator	T cell modulator vesicle-bound %
O=C(NCc1ccco1)c1ccc(CS(=O)(=O)Cc2ccc(Cl)cc2)o1	-1.1%	0.5	63	-0.9%	i	7.3	0.9%	1.1	4.4%	0.1%	i	16.5
O=C(C1=C(O)C(=O)N(CCc2ccccc2)C1c1ccncc1)c1cc2ccccc2o1 (stereo not given)	-0.8%	-0.4	67	-0.4%	i	0.7	4.0%	1	4.9%	11.3%	i	48.5
Cc1cc([N+](=O)[O-])nn1Cc1ccc(F)cc1	0.2%	x	x	x	i	0.3	1.0%	1.1	4.5%	6.4%	x	x
CCC(C)(C)C1CCc2[nH]nc(C(=O)NCC3CC3)c2C1 (stereo not given)	2.3%	1.9	97	2.9%	i	1.0	6.7%	x	-5.5%	15.8%	i	14.7
C[C@H](NC(=O)c1ccccc1Cl)C(=O)NCCc1ccc(S(N)(=O)=O)cc1	0.0%	-1.5	66	0.0%	i	0.7	4.4%	x	8.5%	2.1%	i	28.0
CCCN(Cc1cc2cc(C)ccc2[nH]c1=O)C(=O)c1cccc([N+](=O)[O-])c1	0.5%[50 µM]	1.7	68	3.4%	i	0.3	9.3%	x	-3.5%	4.6%	i	50.0
O=C(Cc1ccc2c(c1)CCCC2)Nc1ccc2ccccc2c1	1.2%[50 µM]	1.9	63	4.2%	i	0.4	6.7%	1.1	-10.0%	6.0%	i	43.8
Cn1cnnc1Sc1ccc(C(=O)NCCC(c2ccccc2)c2ccccc2)cc1[N+](=O)[O-]	0.0%	0.9	95	4.0%	i	0.2	5.5%	1	6.4%	7.1%	i	61.3
CCn1nnnc1SCC(=O)N1CCCc2ccccc21	-4.1%	-3.4	94	1.5%	i	7.8	-7.5%	1.1	4.6%	10.8%	i	12.6
CCOc1ccccc1CN1CCNC(=O)C1CC(=O)N(C)C1CCOCC1 (stereo not given)	0.4%	0.8	61	0.7%	i	0.9	8.1%	x	-1.2%	0.2%	i	34.5
COc1ccccc1C(=O)NCC1CCN(c2ccc(S(=O)(=O)N3CCOCC3)cc2)CC1	0.2%	1.2	52	13.7%	i	7.1	-2.4%	1	4.9%	11.0%	i	14.1
CN(CC(=O)Nc1c(Cl)cccc1Cl)C(=O)C1CC(=O)N(Cc2ccccc2)C1 (stereo not given)	0.5%[50 µM]	-0.4	53	0.1%	i	0.3	5.9%	x	x	x	i	26.9
CCOC(=O)C1CCCN(CCC(C)c2ccccc2)C1 (stereo not given)	-0.8%	-0.4	64	-1.5%	i	0.8	14.6%	1.1	-6.4%	-0.7%	i	30.0
Cc1nnc2n(-c3ccccc3)c(=O)c3ccccc3n12	0.9%	0.0	63	1.7%	i	0.5	9.7%	x	x	-1.7%	i	35.2
COc1ccc(Br)cc1CNC(=O)CCc1nc(-c2ccc(C)cc2)no1	0.4%	1.6	70	0.6%	i	1.0	18.2%	1.1	6.7%	4.0%	i	30.7
O=C(NCc1ccccc1F)C1CCN(S(=O)(=O)c2ccccc2)CC1	0.5%	1.7	57	0.3%	i	0.4	1.3%	x	-3.8%	-9.9%	i	45.4
O=C1c2ccccc2-c2onc3ccc(N4CCCC4)c1c23	-0.1%	x	x	x	+	14.2*	16.9%	0.7	-14.8%	12.2%	x	x
COc1cc(OC)cc(C(=O)N2CCN(c3ccccn3)CC2)c1	0.3%	-0.8	62	1.3%	i	0.1	8.1%	x	0.8%	3.3%	i	55.8
CCc1ccc(/C=C2\SC(=S)N(CCC(=O)NCCCN3CCOCC3)C2=O)cc1	0.1%	0.0	62	0.0%	i	0.7	7.1%	x	-6.6%	13.2%	i	70.7
O=C(c1ccc(F)cc1)c1cn[nH]c1-c1ccccc1O	3.6%	-0.1	67	1.9%	i	4.8	3.6%	0.4	-7.3%	0.8%	i	13.9
Cc1ccc(S(=O)(=O)N2CCOCC2)cc1NC(=O)COC(=O)CCn1c(C)csc1=O	0.0%	0.5	62	1.6%	i	1.5	6.6%	x	0.0%	10.8%	i	13.0
Cc1ccc(S(=O)(=O)n2nc(OC(=O)c3c(-c4ccccc4Cl)noc3C)cc2N)cc1	1.2%	4.8	54	0.7%	i	0.7	3.6%	1.1	8.7%	x	i	25.8
COc1ccc(C)cc1Nc1ccc(C(=O)O)cc1[N+](=O)[O-]	0.1%	0.2	65	8.5%	i	0.7	10.1%	0.9	2.1%	10.2%	i	60.2
O=C(NC(=S)N1CCc2ccccc21)c1ccccc1Br	0.2%	-0.9	66	-0.2%	i	0.5	7.9%	1	-6.9%	6.5%	i	9.1
Nc1ccc(N2C(=O)c3ccccc3C2=O)c(Cl)c1	3.7%	2.1	53	-0.2%	i	3.3	5.3%	x	-6.8%	17.3%	i	32.2

More compounds follow.
SMILES	UTI89 phage lysis	NTR1 agonist	NTR1 agonist cell count 20 µM	RSV antiviral HEp-2	Myeloid diff 2	Myeloid diff 2 GFP+ MAC1+ %	Rac1 GTP hydrolysis	TNAP activation fold	Salmonella PhoP GFP	SV40 large T antigen	T cell modulator	T cell modulator vesicle-bound %
Cc1nnc(NC(=O)c2ccccc2C(=O)O)s1	0.4%	-1.2	57	1.1%	i	2.0	-0.7%	1.1	-0.2%	11.6%	i	18.4
Cc1ccc(NC(=O)NCCCCc2ccccc2)cc1	2.0%[50 µM]	0.2	59	2.2%	i	1.0	9.3%	x	-5.2%	11.5%	i	9.6
Cc1cc(/C(N)=N/OC(=O)Nc2ccc(Cl)cc2)no1	x	-0.2	49	2.3%	i	0.1	x	x	-5.2%	13.7%	i	59.7
COc1ccc(NC(=O)CS(=O)CC(=O)Nc2cc(Cl)ccc2OC)cc1 (stereo not given)	-0.2%	0.2	55	3.5%	i	3.0	5.0%	1.1	-1.6%	9.4%	i	49.3
c1ccc(CSCc2cn3ccsc3n2)cc1	0.6%	-1.0	43	-0.2%	i	0.5	12.5%	1.1	-2.6%	-0.6%	i	13.5
O=C(c1ccc(-c2ccccc2)cc1)N1CCN(C(=O)c2ccco2)CC1	0.1%	-0.9	50	0.6%	i	0.7	14.2%	1.1	-3.6%	8.6%	i	43.6
S=C(Nc1ccccc1)N1CCN(c2ccc(N3CCOCC3)nn2)CC1	0.3%	0.7	37	0.2%	i	0.8	10.3%	1.1	5.0%	9.7%	i	45.8
Cc1ccc(S(=O)(=O)N2[C@@H](c3ccc(Br)cc3)C(C(=O)O)=CC[C@H]2c2ccc(Cl)c(Cl)c2)cc1	-0.3%	6.2	60	x	i	0.5	6.1%	x	x	x	i	15.5
CCCCN=Cc1sc2ccc(OCC)cc2c1O	-0.1%	2.5	88	7.9%	i	0.7	14.1%	1.1	-4.8%	14.6%	i	47.1
CCCCCOc1ccc(C(=O)CCN2CCOCC2)cc1	0.3%	1.2	53	-0.3%	i	0.7	5.3%	x	8.9%	22.8%	i	41.3
COc1cc(NC(=O)COC(=O)c2cnc(C)cn2)c(C)cc1[N+](=O)[O-]	0.2%	-0.5	94	0.1%	i	0.1	5.5%	1.1	-14.6%	7.7%	i	44.4
COc1ccc(CCNC(=O)CSCc2ccc(Cl)cc2)cc1OC	2.4%	-1.7	68	3.5%	i	0.6	4.6%	1.1	-0.3%	1.9%	i	45.4
CC1=NN(C(=O)c2ccc(Cl)cc2)C(O)(c2ccccc2)C1 (stereo not given)	-1.0%	0.8	71	10.8%	i	1.1	-5.4%	x	-6.2%	17.3%	i	59.0
C#CCOCCOCCOCCNc1nc(N2CCOCC2)nc(N2CCN(C(=O)[C@H](CCC(=O)O)n3cc(C(N)Cc4ccc(O)cc4)nn3)CC2)n1 (stereo not given in full)	0.5%	-2.7	68	1.2%	i	2.5	9.2%	1	-1.0%	4.5%	i	21.0
COc1ccc(CC(=O)Nc2cccc(-c3csc(C)n3)c2)cc1	0.3%	2.2	36	1.9%	x	x	4.1%	1.1	8.0%	-5.9%	i	35.4
O=C(NCc1ccc2c(c1)OCO2)c1cccc2c1C(=O)N(C1CCCCC1)C2	-0.7%	1.9	42	1.2%	i	3.3	4.5%	1.1	3.3%	6.1%	i	34.7
COC(=O)Cn1cc(/C=N/NC(=O)c2ccc(C#N)cc2F)c2ccccc21	-1.7%	0.5	57	0.2%	i	2.3	6.8%	1	0.2%	2.0%	i	28.9
CSc1ccccc1C(=O)Nc1cccc(C(C)=O)c1	2.7%	0.8	58	-1.7%	i	0.7	6.8%	1.1	3.9%	-4.6%	i	28.6
Cc1ccc(NNC(=O)c2ccno2)cc1C	3.5%	0.8	49	0.8%	i	0.9	-7.1%	x	-8.2%	17.2%	i	35.3

Record cards, as listed above:
Profile of Cc1cc(/C(N)=N/OC(=O)Nc2ccc(Cl)cc2)no1 = UTI89 phage lysis = x; NTR1 agonist = -0.2; NTR1 agonist cell count 20 µM = 49; RSV antiviral HEp-2 = 2.3%; Myeloid diff 2 = i; Myeloid diff 2 GFP+ MAC1+ % = 0.1; Rac1 GTP hydrolysis = x; TNAP activation fold = x; Salmonella PhoP GFP = -5.2%; SV40 large T antigen = 13.7%; T cell modulator = i; T cell modulator vesicle-bound % = 59.7
Profile of Cc1ccc(S(=O)(=O)N2CCOCC2)cc1NC(=O)COC(=O)CCn1c(C)csc1=O = UTI89 phage lysis = 0.0%; NTR1 agonist = 0.5; NTR1 agonist cell count 20 µM = 62; RSV antiviral HEp-2 = 1.6%; Myeloid diff 2 = i; Myeloid diff 2 GFP+ MAC1+ % = 1.5; Rac1 GTP hydrolysis = 6.6%; TNAP activation fold = x; Salmonella PhoP GFP = 0.0%; SV40 large T antigen = 10.8%; T cell modulator = i; T cell modulator vesicle-bound % = 13.0
Profile of O=C(C1=C(O)C(=O)N(CCc2ccccc2)C1c1ccncc1)c1cc2ccccc2o1 (stereo not given) = UTI89 phage lysis = -0.8%; NTR1 agonist = -0.4; NTR1 agonist cell count 20 µM = 67; RSV antiviral HEp-2 = -0.4%; Myeloid diff 2 = i; Myeloid diff 2 GFP+ MAC1+ % = 0.7; Rac1 GTP hydrolysis = 4.0%; TNAP activation fold = 1; Salmonella PhoP GFP = 4.9%; SV40 large T antigen = 11.3%; T cell modulator = i; T cell modulator vesicle-bound % = 48.5
